Yfh1-off respiration: enhancers of respiration in Yfh1-depleted yeast, dose response, Friedreich's ataxia, plus single-dose screen (AID 1465); S. cerevisiae Yfh1-off respiration, WST-1 reduction, 72 h; higher fold induction means a stronger effect; fold induction at 50 µM; hits with a dose series show EC50 in µM; 0.074% of 220,000 active;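 active = fold induction of absorbance versus untreated yeast above a set limit, then at least 30% activation at any dose in follow-up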;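 note: activators that raise dye reduction in frataxin-depleted yeast; strong numbers were not always called active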
Dynein transport: dynein cargo transport inhibition; 3617.4 mouse cells, GR-EGFP nuclear translocation imaging; test concentration mostly 20 µM; stimulated with dexamethasone, 1 µM; active compounds read low; z-score, hits read low; 0.47% of 220,000 active; AID 1381;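 active = plate z-score of nuclear minus cytoplasmic receptor signal below a set negative limit, without overly bright fluorescence or cell loss, cut at about -3.5 in these data, passing the limit was not always enough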;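 note: z-score of nuclear minus cytoplasmic ring GR-EGFP intensity difference per well; some compounds called inactive have numbers as strong as hits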
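Buffer or medium: Induction medium lacking tetracycline, stripped serum | Also added: Dexamethasone agonist, 1.0 µM final, for 30 min | Timing: 48 h induction, 1 h compound, 30 min dex at 37 °C | Detection: Formaldehyde fixation, Hoechst nuclear stain, 10x automated fluorescence imaging | Measure: Nuclear versus cytoplasmic GR-EGFP signal, averaged per well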
Insulin prom up: MIN6 insulin promoter up-regulation; MIN6 insulin promoter-GFP reporter, high-content imaging; active compounds read high; z-score at 5 µM; 0.3% of 190,000 active;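 active = z-score above 3 at 5 µM with at least 500 cells counted in the well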
Autophagy mod: autophagy modulation, high-content screen. MEF GFP-LC3 puncta imaging; test concentration mostly 10 µM. calls only at 10 µM (by protocol). 0.98% of 190,000 active;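 active = percentage of spot-positive cells more than 3 SD above its plate mean, without a fluorescence outlier flag or 80% toxicity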;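 note: spot-positive cell cutoff set from DMSO-treated cells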
MT stabilize HCS: microtubule stabilizers in HeLa cells. 0.83% of 200,000 active. % tubulin-high responders, % at 10 µM. HeLa tubulin immunostaining HCS, 24 h; share of cells brighter than vehicle mean+2SD. AID 2205;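 active = plate Z-score above 3 for both tubulin-high and condensed-nucleus cell shares, with cell loss under 80%, at 10 µM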;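 note: anti alpha tubulin signal scored within the nucleus-defined area of each cell; some results filed as inactive read as strong as hits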
b-catenin transl: alters nuclear translocation of beta-catenin in HeLa cells. immunofluorescence imaging. nuclear translocation activity, % at 5 µM. 0.3% of 190,000 active. AID 1665;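 active = nuclear translocation activity above 50% at 5 µM, with a well cell count of 50 or more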;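 note: per-cell ratio of nuclear to cytoplasmic median beta-catenin stain intensity; plate controls were DMSO negative control for no effect and GSK-3 inhibitor IX positive control for full effect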
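Signal – beta-catenin immunofluorescence imaging with DAPI · Test system – human HeLa cell line · Dosing – 5 µM primary single dose, 0.1% DMSO, 0.02–20 µM confirmation series · Measure – % activation, nuclear-to-cytoplasmic median beta-catenin signal ratio per cell · Incubation – 24 h compound exposure at 37°C, 5% CO2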
PMI inhibitors: MPI enzyme activity inhibition – biochemical, fluorescence intensity, coupled assay, primary screen (AID 1209). purified PMI enzyme, coupled fluorescence intensity; higher % means a stronger effect. 0.42% of 190,000 active. one-dose inhibition, % at 20 µM; IC50 in µM for titrated hits;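 note: plate controls were DMSO vehicle for no effect and wells lacking substrate for full effect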
WT yeast gro inh: growth inhibition of WT yeast, mitochondrial fusion screen; 2.1% of 190,000 active; mitochondrial fusion phenotypic screen, WT strain; AID 1362; inhibition, % at 10 µM; in the data active = inhibition above about 58%; tested in S. cerevisiae
human PMI inhibitors: human PMI inhibitors, high substrate, primary screen, biochemical, fluorescence intensity, high mannose 6-phosphate (AID 1220) | recombinant PMI enzyme, coupled fluorescence intensity; higher % means a stronger effect | one-dose inhibition, % at 20 µM; IC50 in µM for titrated hits | 0.66% of 190,000 active
WT yeast gro inh mutant strain: recorded beside WT yeast gro inh, whose call it bears; inhibition, %; mitochondrial fusion phenotypic screen, mutant strain inhibition
Dynein transport cytoplasmic EGFP: recorded beside Dynein transport, whose call it bears; z-score; measured here: cytoplasmic GR-EGFP intensity; active compounds read high
Dynein transport nuclear GR-EGFP: further read-out of Dynein transport, marked with its call; z-score; measured here: nuclear GR-EGFP intensity;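 lower value marks the stronger effect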
Dynein transport cell count: further read-out of Dynein transport, marked with its call; z-score; measured here: cell count per field
Insulin prom up cell count: recorded beside Insulin prom up, whose call it bears; cell count; measured here: cytotoxicity, nuclei count;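 total cells summed across four imaged fields per well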
b-catenin transl cell count 5 µM: second read-out of b-catenin transl, no call of its own (marks repeat the call); cell count; measured here: cell count, cytotoxicity flag
MT stabilize HCS Hoechst-high %: second read-out of MT stabilize HCS, no call of its own (marks repeat the call); % Hoechst-high responders; measured here: nuclear condensation Hoechst responders;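 share of cells brighter than vehicle mean plus two SD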
MT stabilize HCS cytotoxicity %: also measured in MT stabilize HCS; calls as there; toxicity, %; measured here: cytotoxicity by cell density;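 0% = mean cell density of plate MIN control wells and 100% = no cells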
Autophagy mod cell loss 18 h: recorded beside Autophagy mod, whose call it bears; toxicity, %; measured here: cell loss, nuclei count;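 cell loss after 18 h compound exposure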
The depositor's hits bear a star; i = inactive; · = not tested or not shown. Cut-off read from the data, not from the text of the source, unless noted: active = inhibition above about 50%; inactive = the rest.

SMILES	Yfh1-off respiration	Dynein transport	Dynein transport cytoplasmic EGFP	Dynein transport nuclear GR-EGFP	Dynein transport cell count	Insulin prom up	Insulin prom up cell count	Autophagy mod	Autophagy mod cell loss 18 h	MT stabilize HCS	MT stabilize HCS Hoechst-high %	MT stabilize HCS cytotoxicity %	b-catenin transl	b-catenin transl cell count 5 µM	PMI inhibitors	WT yeast gro inh	WT yeast gro inh mutant strain	human PMI inhibitors
COC(=O)/C=C1/S/C(=N/NC(=O)c2ccc(Cl)cc2Cl)NC1=O	i	-0.78	-0.24	0.012	0.52	-1.5	1048	·	·	·	·	·	-0.5	1240	·	·	·	·
CCN(CC)CCN(C(=O)c1cccc([N+](=O)[O-])c1)c1nc2ccc(OC)cc2s1	i	-0.55	-0.14	-0.31	0.5	-0.41	1266	i	9	2.4	1.3	1.9	-0.6	1073	57%*	4	7	-21%
COc1cc(C)c(C(C)C)cc1S(=O)(=O)N1CCOCC1	i	1.1	-0.18	1.5	-0.16	-0.21	1214	i	7	4.5	2.1	12	-5.2	969	-10%	-21	13	-7%
CCOC(=O)c1nc(S(C)(=O)=O)ncc1N1CCOCC1	i	-1.3	-0.36	-0.61	0.79	-0.1	1101	i	11	2.1	1.7	4.2	-1.0	751	2%	11	0	0%
COC(=O)c1ccc(Cn2cnc3c(cnn3-c3ccc(F)cc3)c2=O)o1	i	-0.98	-0.015	-0.32	1.2	0	1656	i	3	5.8	2.6	2.6	-1.2	1445	-2%	10	1	-6%
Cc1nnc(NC(=O)CSc2cn(Cc3ccccc3)c3ccccc23)s1	i	0.88	-0.083	0.62	-0.39	0.64	911	i	9	3.1	2.5	8.3	·	·	4%	3	3	4%
COCC(=O)Nc1ccc(Br)cc1C	i	-0.8	-0.29	-0.21	0.71	0.47	1482	i	7	0.1	1.6	2.6	2.2	954	3%	4	-2	8%
CN1CCN(C(CNS(=O)(=O)c2cccs2)c2cccnc2)CC1 (stereo unspecified)	i	-0.94	-0.19	-0.25	0.31	0.18	1341	i	-11	4.7	1.8	11	-4.3	1228	5%	-8	13	6%
COc1ccc(NC(=O)CSc2ncn(-c3ccccc3)n2)cc1Cl	i	0.089	-0.24	-0.64	-0.097	-0.04	1762	i	0	2.3	1.9	12	1.0	1022	5%	15	39	5%
CCOC(=O)C1CCN(S(=O)(=O)c2cn(C)c(=O)n(C)c2=O)CC1	i	-1.1	-0.19	-0.41	0.5	-0.05	1606	i	8	1.7	1.6	3.8	-1.8	1052	-7%	10	-5	-7%
COc1ccccc1-c1cc2nc(C)c(CCC(=O)NCc3ccco3)c(C)n2n1	i	1.5	-0.12	0.8	-0.54	-0.3	1521	i	25	3.4	2.6	6.5	-0.6	1055	7%	14	4	5%
COc1ccccc1NC(=O)CSc1nnc(Cc2cccn2C)n1-c1ccc(F)cc1	i	0.15	-0.23	0.38	0.2	0.75	2111	·	·	2.9	2.7	10.0	3.0	1019	20%	7	-1	19%
O=C(COC(=O)c1ccc(S(=O)(=O)N2CCCC2)cc1)NCc1cccs1	i	1.6	-0.19	0.97	-1.4	0.84	1230	i	-29	3.2	1.1	1.0	-1.8	1155	13%	1	8	12%
COc1ccccc1-c1noc(CSc2nc(C)cc(=O)[nH]2)n1	i	0.21	-0.039	0.66	-0.76	-0.3	1403	i	2	3.5	2.0	6.3	-1.8	998	11%	-4	-11	18%
O=C1CCCN1CCCNS(=O)(=O)c1ccc(Cl)c(C(=O)N2CCOCC2)c1	i	-0.58	-0.13	-0.06	0.72	0.52	822	i	-8	2.1	1.4	4.1	1.1	1040	6%	-43	-48	4%

Pulled by compound from above:
SMILES	Yfh1-off respiration	Dynein transport	Dynein transport cytoplasmic EGFP	Dynein transport nuclear GR-EGFP	Dynein transport cell count	Insulin prom up	Insulin prom up cell count	Autophagy mod	Autophagy mod cell loss 18 h	MT stabilize HCS	MT stabilize HCS Hoechst-high %	MT stabilize HCS cytotoxicity %	b-catenin transl	b-catenin transl cell count 5 µM	PMI inhibitors	WT yeast gro inh	WT yeast gro inh mutant strain	human PMI inhibitors
CCOC(=O)C1CCN(S(=O)(=O)c2cn(C)c(=O)n(C)c2=O)CC1	i	-1.1	-0.19	-0.41	0.5	-0.05	1606	i	8	1.7	1.6	3.8	-1.8	1052	-7%	10	-5	-7%
CCOC(=O)c1nc(S(C)(=O)=O)ncc1N1CCOCC1	i	-1.3	-0.36	-0.61	0.79	-0.1	1101	i	11	2.1	1.7	4.2	-1.0	751	2%	11	0	0%

Returning to the listing, starting two compounds before the break.
SMILES	Yfh1-off respiration	Dynein transport	Dynein transport cytoplasmic EGFP	Dynein transport nuclear GR-EGFP	Dynein transport cell count	Insulin prom up	Insulin prom up cell count	Autophagy mod	Autophagy mod cell loss 18 h	MT stabilize HCS	MT stabilize HCS Hoechst-high %	MT stabilize HCS cytotoxicity %	b-catenin transl	b-catenin transl cell count 5 µM	PMI inhibitors	WT yeast gro inh	WT yeast gro inh mutant strain	human PMI inhibitors
COc1ccccc1-c1noc(CSc2nc(C)cc(=O)[nH]2)n1	i	0.21	-0.039	0.66	-0.76	-0.3	1403	i	2	3.5	2.0	6.3	-1.8	998	11%	-4	-11	18%
O=C1CCCN1CCCNS(=O)(=O)c1ccc(Cl)c(C(=O)N2CCOCC2)c1	i	-0.58	-0.13	-0.06	0.72	0.52	822	i	-8	2.1	1.4	4.1	1.1	1040	6%	-43	-48	4%
COC(=O)CN1C(=O)C2(C(C#N)=C(N)Oc3n[nH]c(-c4cccs4)c32)c2ccccc21 (stereo unspecified)	·	0.6	0.45	0.63	0.27	-0.45	1256	i	5	2.3	1.9	12	1.4	1272	5%	21	11	7%
COc1ccc(CN(C(=O)c2cccs2)c2ccccc2)cc1	i	-0.36	-0.35	-0.098	0.58	0.04	1461	i	-13	2.8	1.7	5.7	1.7	1028	4%	12	-4	1%
COc1ccc(S(=O)(=O)N2CCC(C(=O)Nc3nnc(CCN4CCCCC4)s3)CC2)cc1	i	-0.3	-0.17	0.16	-0.66	·	·	i	4	6.0	3.1	7.1	-3.0	884	0%	4	8	4%
CCN1C(=O)/C(=C/c2c(C)nn(C)c2C)SC1=S	i	0.14	-0.13	0.57	0.7	0.55	1854	i	-27	2.6	1.9	7.2	-2.4	1070	8%	12	8	7%
COc1ccc(C(=O)NC(=S)Nc2nc(C)c(C(=O)N(C)C)s2)cc1	i	-0.77	-0.21	-0.083	0.78	0.25	846	i	19	1.4	0.7	5.9	-5.9	1154	-3%	-8	0	-8%
Cc1ccc(S(=O)(=O)c2cnc3cc(C)nn3c2N)cc1	i	-0.82	-0.29	0.038	0.5	-0.52	1226	i	0	5.4	3.8	7.3	0.4	1069	-6%	-21	8	5%
COCCn1c(CNc2ccc(F)cc2)nnc1SCC(=O)Nc1ccc(OC)cc1OC	i	-0.4	-0.13	-0.25	0.13	-1.6	1248	i	-4	1.2	2.3	9.8	0.7	1156	14%	6	31	8%
COCCOC(=O)C1=C(C)NC2=C(C(=O)CC(C)(C)C2)C1c1ccc(N(C)C)cc1 (stereo unspecified)	i	-0.77	-0.45	-0.33	0.14	0.4	1216	i	-9	1.5	1.3	2.8	-7.8	1025	-15%	12	-6	0%
CC1Cn2c(COc3ccccc3)nnc2S1 (stereo unspecified)	i	-0.082	-0.057	0.3	-0.71	0.67	1255	·	·	4.3	2.4	4.5	-3.3	1205	-11%	7	-3	-10%
O=C(Nc1ccccc1C(=O)O)c1cccc(NC(=O)c2ccc(Br)o2)c1	i	-0.61	-0.25	-0.38	0.4	-0.07	1939	i	-3	3.9	3.2	5.9	-2.2	1053	6%	-6	-14	1%
CCOC(=O)CSc1n[nH]c(NS(=O)(=O)c2ccccc2C(F)(F)F)n1	i	-0.31	-0.2	0.16	-0.15	·	·	i	20	2.8	1.5	3.8	0.4	1530	-1%	2	9	-10%
Cc1nnc(NC(=O)c2ccccc2C(=O)O)s1	i	-0.91	-0.13	-0.58	0.88	0.26	660	i	-5	1.9	2.7	6.8	-2.7	1055	1%	8	11	-6%
O=C1CCC/C(=N/NC(=O)c2sc3ccccc3c2Cl)C1	i	-0.14	0.061	0.86	-0.76	0.51	1096	·	·	·	·	·	1.6	1306	·	·	·	·
Cc1ccc(NC(=O)Nc2ccc3c(c2)N(C)C(=O)CS3)nc1	i	-1.3	-0.17	-0.32	0.36	·	·	i	12	7.2	1.4	0.7	0.0	1095	0%	-13	-9	-1%
O=C(OCc1nc2ccccc2s1)c1ccco1	i	-0.33	-0.2	-0.051	0.42	0.35	1307	i	-2	2.5	1.5	5.1	-0.4	911	-8%	-1	-2	-2%
O=C1COc2ccc(C(=O)CSc3nnc(NCc4ccccc4)s3)cc2N1	i	0.2	-0.17	0.77	-0.65	0.29	1008	·	·	·	·	·	-0.2	1307	·	·	·	·

From PubChem
